Screening data as filed in PubChem BioAssay.
Pol beta inh: blocks human DNA polymerase beta activity; Pol beta primer extension/strand displacement, fluorescence kinetic; Potency, µM (doses to about 114 µM), for the others: at the top dose activity change, negative = inhibition, actives largely listed as inhibitors; 340,000 compounds, 1.3% hits; AID 485314; also: potency is read from the fitted curve at half-maximal effect; % is scaled to controls: 0 for no effect and ±100 for the full control effect
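Homogeneous kinetic assay of primer extension and strand displacement by 10 nM Pol beta, preincubated 15 min at room temperature with compound before 50 nM substrate (final) was added. Read at 0 and 10 min; four-parameter Hill fit.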
Apoferritin bind: candidate novel general anesthetic via apoferritin binding. apoferritin/1-aminoanthracene competitive binding, fluorescence. Potency, µM (doses to about 77.5 µM), for the others: top-dose activity change, negative = displacement, actives largely listed as inhibitors. 350,000 compounds, 0.074% hits; also: potency is read from the fitted curve at half-maximal effect; % is scaled to controls: 0 for no effect and ±100 for the full control effect; nearly all actives have a fitted effect of over 20% in size
Target sequence (P02791 2-175 limits assumed): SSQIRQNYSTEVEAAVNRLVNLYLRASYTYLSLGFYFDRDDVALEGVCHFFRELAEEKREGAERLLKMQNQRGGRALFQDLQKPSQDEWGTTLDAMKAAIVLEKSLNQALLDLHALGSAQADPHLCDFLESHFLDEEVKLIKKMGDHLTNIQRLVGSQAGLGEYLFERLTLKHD
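In PBS, apoferritin at 10 uM is loaded with 1-AMA from a 50% saturated solution. After 10 min of compound exposure at ambient temperature, reduced 535 nm fluorescence indicates probe displacement.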
ALOX12 inh: ALOX12 (human) lipoxygenase inhibition. purified 12hLO, xylenol orange hydroperoxide absorbance. Potency, µM (series often up to 108 µM), for the others: top-dose activity change, negative = inhibition, hits mostly inhibitors. 580,000 compounds, 1.1% hits; also: potency is read from the fitted curve at half-maximal effect; % is scaled to controls: 0 for no effect and ±100 for the full control effect
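Purified human 12hLO (150 nM final) in 25 mM Hepes, 0.01% Triton X-100, pH 7.0 was preincubated 15 min at room temperature with compound. Then 40 uM arachidonic acid was added, 30 min. Hydroperoxide was read by Fe-XO absorbance ratio 573/405 nm.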
Pol iota inh: blocks human DNA polymerase iota activity; Pol iota fluorescent replication assay, 10 min; Potency, µM (titrated, usually from 115 µM), for the others: top-dose activity, negative = inhibition, hits mostly inhibitors; 390,000 compounds, 1% hits; AID 588590; also: potency is read from the fitted curve at half-maximal effect
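Fluorescent replication assay read twice, at 0 min and 10 min after adding 50 nM (final) substrate. Enzyme (10 nM) and compounds were first incubated 15 min at room temperature; enzyme-free buffer wells were negative controls.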
BLM helicase inh: blocks DNA unwinding by human BLM helicase | recombinant BLM DNA unwinding, fluorescence dequenching | Potency, µM (series often up to 56.1 µM), for inactives: at the highest dose activity change, negative = inhibition, most hits filed as inhibitors | 350,000 compounds, 0.2% hits | AID 2528;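 also: potency is read from the fitted curve at half-maximal effect; plate controls were vehicle for no effect and no enzyme for full effect; nearly all actives have a fitted effect of over 35% in size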
Pol kappa inh: inhibitors of human DNA polymerase kappa | Q9UBT6 | purified Pol kappa, fluorescent DNA synthesis assay, 10 min | Potency, µM (highest dose often 107 µM), inactives show at the top dose activity, negative = inhibition, actives largely listed as inhibitors | 400,000 compounds, 0.53% hits; also: potency is read from the fitted curve at half-maximal effect; % is scaled to controls: 0 for no effect and ±100 for the full control effect
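50 nM final substrate added after 15 min RT preincubation of 10 nM Pol kappa with compound; fluorescence read at 0 and 10 min.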
TRHR ag: activates the human TRH receptor. TRHR cells, calcium flux fluo-8, FDSS agonist mode. activation, % at 2 µM. 360,000 compounds, 0.18% hits. AID 493084; in the data active = activation above about 30%; also: 0% is about no effect
Target sequence (P34981 whole entry, looked up): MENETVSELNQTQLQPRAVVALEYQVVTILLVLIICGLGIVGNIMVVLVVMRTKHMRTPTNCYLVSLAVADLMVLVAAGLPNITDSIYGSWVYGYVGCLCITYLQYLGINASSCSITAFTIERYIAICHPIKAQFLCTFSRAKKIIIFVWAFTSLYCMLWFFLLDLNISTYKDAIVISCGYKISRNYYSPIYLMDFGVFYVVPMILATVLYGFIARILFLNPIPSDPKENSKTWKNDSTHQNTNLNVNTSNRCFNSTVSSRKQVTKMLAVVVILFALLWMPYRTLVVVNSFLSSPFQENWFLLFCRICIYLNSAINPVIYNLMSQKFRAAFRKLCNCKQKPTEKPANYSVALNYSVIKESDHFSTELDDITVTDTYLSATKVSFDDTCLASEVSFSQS
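In this calcium-flux screen, cells bearing human TRHR are dye-loaded with fluo-8, baselined for 10 cycles, then exposed to library compounds; positive kinetic calcium responses during the agonist phase mark hits, with TRH as control.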
APEX1 inh: blocks human APE1 abasic DNA cleavage | P27695 | recombinant APE1, TAMRA/BHQ-2 abasic DNA cleavage fluorescence | Potency, µM (doses to about 65.8 µM), without a hit: at the top dose activity change, negative = inhibition, most hits filed as inhibitors | 350,000 compounds, 0.35% hits | AID 2517;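 also: potency is read from the fitted curve at half-maximal effect; plate controls were vehicle for no effect and reference inhibitor for full effect; nearly all actives have a fitted effect of over 55% in size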
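Step 1: APE1 (0.75 nM) with compound, 15 min RT. Step 2: add 50 nM fluorophore/quencher THF duplex. Step 3: three fluorescence reads 60 s apart (525/598 nm); read 3 minus read 1 = reaction progress.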
ERG Ets-DNA blk: blocks human ERG Ets domain binding to DNA; P11308; Potency, µM (top dose mostly 76.9 µM), without a hit: at the top dose FP activity, negative = inhibition, hits mostly inhibitors; 370,000 compounds, 0.028% hits; fluorescence polarization, His-ERG Ets domain / labelled DNA; AID 624246; active = well fitted inhibition curve with a large enough effect in the polarisation, with a control signal flat; inconclusive = small, poorly fitted or top-dose-only effect, or effect the other way, or a change in a side signal; inactive = no such curve, though single readings can be large or run the other way; the % refers to the polarisation;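 also: polarization taken with two DNA probes labelled with fluorescein and Texas red; potency is read from the fitted curve at half-maximal effect; % of control where 0% means no effect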
Target sequence (P11308 whole entry, looked up, the tested form may be a part): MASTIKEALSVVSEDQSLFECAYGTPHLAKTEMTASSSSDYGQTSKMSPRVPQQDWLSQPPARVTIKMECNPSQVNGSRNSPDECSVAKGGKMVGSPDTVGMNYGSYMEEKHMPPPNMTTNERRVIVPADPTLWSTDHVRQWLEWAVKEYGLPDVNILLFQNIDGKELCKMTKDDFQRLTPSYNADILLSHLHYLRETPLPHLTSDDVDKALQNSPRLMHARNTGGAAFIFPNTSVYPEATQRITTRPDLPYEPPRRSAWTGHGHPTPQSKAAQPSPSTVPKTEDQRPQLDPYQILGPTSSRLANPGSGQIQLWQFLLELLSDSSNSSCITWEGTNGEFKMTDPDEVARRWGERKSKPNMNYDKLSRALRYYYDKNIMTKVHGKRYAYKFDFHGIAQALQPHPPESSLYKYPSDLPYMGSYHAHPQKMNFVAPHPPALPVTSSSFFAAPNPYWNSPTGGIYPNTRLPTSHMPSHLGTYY
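His-tagged ERG Ets domain (1 uM in the protein solution; 300mM KCl, 50mM Tris-HCl, 1mM EDTA, 1mM DTT, pH 7.5) received compound, then a probe mix of 5 nM fluorescein-DNA and 100nM Texas-615-DNA. Fluorescence polarization was read for both dyes.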
Numbers without * were called inactive; ? = inconclusive; / = no result given; & = joins results of further samples; [ ] = another dose, or the depositor's remark. Unless noted, calls follow the shape of the dose curve; as a rule, active = well fitted curve in the direction sought with a large enough effect; inconclusive = small, poorly fitted or top-dose-only effect, or another doubt; inactive = no such curve, though single readings can be large; an effect the other way counts as inactive or inconclusive. This is a subset; the hit share may differ from the screen's.

| Pol kappa inh | Apoferritin bind | TRHR ag | Pol iota inh | ALOX12 inh | ERG Ets-DNA blk | Pol beta inh | BLM helicase inh | APEX1 inh | molecule |
| --- | --- | --- | --- | --- | --- | --- | --- | --- | --- |
| -3.4% | -10.0% | 0.9 | -29.3%[58.9 µM] | 7.7% | -4.7% | 37.8%[activator] | -5.8% | 18.3% | CCOC(=O)c1cc(-c2csc(N/N=C/c3ccccc3Cl)n2)on1 |
| 5.9% | 0.2% | 0.2 | -11.5% | 19.4% | -1.6% | -0.4% | -5.9% | -1.7% | COC(=O)[C@H](CCSC)NC(=O)Nc1cc(C)ccc1C |
| 5.0% | 1.6% | 0.3 | 9.3% | -8.9% | 6.5% | 30.5% | -1.1% | 13.8% | CCN(C(=O)CSc1nncn1-c1ccccc1)c1c(N)n(Cc2ccccc2)c(=O)[nH]c1=O |
| 8.8% | -7.2% | 1.0 | 56.4%[activator] | -24.0% | -6.8% | 28.1% | -1.2% | -1.9% | Nc1cc(Cl)ccc1C(=O)OCC(=O)N1CCCC1 |
| -13.2%[60.1 µM] | 37.3%[activator] | -0.8 | 8.3% | ? | 0.8% | 5.6% | 0.8% | / | O=C(Cn1c(=O)nc(-c2ccccc2)c2cc(Cl)ccc21)N1CCN(c2ccccc2F)CC1 |
| -7.7% | -22.4% | -0.3 | 4.0% | -4.9% | 0.0% | -3.4% | -4.6% | -9.3% | COc1ccc(NC(=O)C2CCN(S(=O)(=O)c3cccc4cccnc34)CC2)cc1 |
| -0.4%&-4.5% | -3.5%&-0.5% | -0.7&-0.4 | 11.9%&2.2% | -0.8%&-22.8% | 6.8%&2.5% | 25.4%&-17.5% | 0.2%&0.7% | -3.4% | CCOc1ccc(CNC(=O)CCS(=O)(=O)c2ccc3c(c2)oc(=O)n3C)cc1 |
| -2.5%[60.1 µM] | 2.7% | 0.1 | 10.0% | -24.2% | -10.3% | 0.1% | -1.3% | / | COc1cccc(-n2c(=O)c3c(C)c(C(=O)N(C)C)sc3n(Cc3ccc(F)cc3Cl)c2=O)c1 |
| -14.2% | 0.4% | -0.6 | 4.4% | -3.6% | 1.9% | -6.0% | -4.7% | 7.5% | COc1ccc(Cn2nnnc2C(c2ccncc2)N2CCOCC2)cc1 (stereo not drawn) |
| -22.9% | -11.2% | -0.1 | 9.9% | -7.5% | -3.6% | 15.4% | 4.2% | -0.9% | O=[N+]([O-])c1ccc2cn(-c3ccccc3)nc2c1 |
| -9.7% | -16.2% | 0.3 | 8.3% | 0.0% | 10.1% | 15.7% | -2.3% | -2.5% | Cc1ccccc1Nc1nc(N)nc(CN2C(=O)NC3(CCCCC3C)C2=O)n1 (stereo not drawn) |
| -12.2% | 2.0% | -0.8 | 1.9% | / | 8.3% | 11.5% | -5.1% | 2.5% | Nc1ccc(S(=O)(=O)NC(=O)c2ccccc2)cc1 |
| -7.1% | -8.2% | -0.3 | 111.4%[activator] | 0.0% | 3.4% | -5.2% | 1.7% | 23.5% | COc1ccc(Cl)cc1CNCCCSc1ncccn1 |
| -9.6% | -16.2% | 0.2 | 15.4% | 11.2% | / | -0.5% | -4.1% | -0.7% | COc1ccc(-c2noc(CSc3nnc(Cc4ccccc4)n3-c3cccc(C)c3)n2)cc1OC |
| -2.3% | -9.1% | 3.5 | -12.1% | -21.3% | 2.3% | 42.4% | -0.6% | -1.5% | COc1ccc(-c2cc(C(F)(F)F)n3nc(C(=O)NCc4ccco4)c(Cl)c3n2)cc1 |
| -2.9% | 2.0% | -0.4 | -4.1%[58.9 µM] | ? | -4.3% | 14.0% | 1.0% | 8.5% | CCN(CC)c1ccc(NC(=O)c2ccc(Br)o2)c(C)c1 |
| -15.9% | -4.1% | 0.7 | 46.0%[activator] | 24.1% | / | 35.9% | -10.8% | -1.1% | COc1ccc(C2CC(=O)C(C=NCCN3CCN(C(C)=O)CC3)=C(O)C2)cc1 (stereo not drawn) |
| 7.8% | -3.0% | -0.7 | 5.3% | 15.6% | 15.5% | 11.9% | -1.1% | 19.6% | CC(=O)Nc1cccc(OCCCNC(=O)c2cccc3ccccc23)c1 |
| -12.2% | -7.8% | 0.1 | 7.3% | 13.0% | 4.6% | -2.8% | -0.8% | -10.4% | C/C(=N\NC(=O)c1nnn(-c2nonc2N)c1CN1CCOCC1)c1ccc(CC(C)C)cc1 |
| -9.6% | -4.5% | -0.1 | 6.2% | 0.0% | 10.1% | 40.6% | 0.4% | ? | CCOc1ccccc1N(CC(=O)NCC1CCCO1)C(=O)CCC(=O)Nc1ccccn1 (stereo not drawn) |
| 9.3% | / | / | 5.7% | 359.7%[activator] | -1.2% | / | / | 52.4% | O=C(Nc1cccc(S(=O)(=O)NC2=NCCC2)c1)c1ccc(F)cc1F |
| -23.4% | / | / | 21.4% | 2.1% | 0.0% | / | / | 39.6% | CCCCn1c(N)c(N(CC)C(=O)c2c(C)noc2C)c(=O)[nH]c1=O |
| 16.5% | -6.9% | 0.2 | 5.6% | 166.6%[activator] | 1.8% | 14.8% | -0.9% | -0.7% | CC1=C(C(N)=O)C(c2ccncc2)n2nc(-c3ccccc3Cl)nc2N1 (stereo not drawn) |
| 1.0% | / | / | 29.9% | 20.0% | -2.5% | / | / | 2.9% | C=CC[C@@H](CC(=O)NCCO)C(=O)N[C@@H](C)COC(=O)[C@@H](CC=C)Cc1ccc(F)cc1 |
| -9.8% | -14.2% | 0.6 | 115.8%[activator] | -3.6% | -2.0% | 39.7% | 0.5% | 5.1% | Cc1cccc(C)c1NC(=O)COC(=O)C1C2CC3OC(=O)C1C3C2 (stereo not drawn) |
| -15.2% | / | / | ? | / | -9.4% | / | / | -3.3% | CCC(CO)Oc1cc(NCc2cccc(Cl)c2)c2ncn(C(C)C)c2c1 (stereo not drawn) |
| / | -8.8% | -0.3 | / | -5.5% | / | 29.8% | 0.7% | 13.4% | Cc1ccc(F)c(NC(=S)Nc2cccc3ccccc23)c1 |
| -1.9% | -15.9% | -0.2 | 39.8%[activator] | 8.7% | 2.4% | -21.8% | -5.2% | -1.0% | CN(CC(=O)Nc1ccc(N2CCOCC2)cc1)C(=O)CC(c1ccccc1)c1ccccc1 |
| -16.9% | / | -0.1 | -22.8% | 21.7% | 7.4% | / | / | -29.6% | NNC(=O)c1cc(S(=O)(=O)N2CCOCC2)c[nH]1 |
| -20.0% | 2.2% | 0.4 | 4.6% | -12.1% | 1.5% | ? | -8.2% | -0.2% | CC(=O)/C(=N\Nc1cccc(Cl)c1)Sc1nnc(-c2ccccc2)n1-c1ccccc1 |
| -23.2% | -2.2% | 1.0 | 1.5% | -13.7% | -10.8% | -15.0% | -8.2% | 12.3% | O=C(C(Cc1ccccc1)N1C(=O)c2ccccc2C1=O)N1c2ccccc2CCc2ccccc21 (stereo not drawn) |
| -4.8% | -10.3% | 0.2 | 17.6% | -8.6% | -7.8% | 12.5% | -0.8% | 11.3% | CS(=O)(=O)N1CCC(C(=O)Nc2ccccc2Br)CC1 |
| 4.7% | -3.8% | 0.0 | -23.7% | 23.2% | -0.3% | 33.0% | 1.0% | -5.3% | NC(=O)C1CCN(C(=O)c2cc3ccccn3n2)CC1 |
| -4.0% | -0.1% | 0.0 | 7.6% | 12.0% | 9.8% | ? | -4.1% | 2.0% | CCOC(=O)COc1cccc2c(=O)n(CC(=O)NCc3ccccc3)ccc12 |
| -9.4% | 9.7% | -1.2 | -12.2% | -3.3% | -3.6% | -20.2% | 1.6% | -3.9%[12.4 µM] | Cc1noc(NS(=O)(=O)c2ccc(NC(=O)CC(C)C)cc2)c1C |
| -9.7% | 65.3%[activator] | 0.4 | 23.7% | -3.1% | -13.2% | 51.9% | -4.2% | -0.3% | COc1ccc(-c2ccc(S(=O)(=O)N3CCCC3)cc2)cc1 |
| -9.0% | -3.9% | -0.1 | 3.4% | -6.1% | 0.2% | 1.8% | -2.2% | -3.2% | COc1ccc2[nH]c(C)c(C(=O)CN3CCN(C(=O)c4ccco4)CC3)c2c1 |
| -10.6% | -11.5% | 0.0 | 20.7% | ? | 3.7% | -13.6% | -3.0% | 8.5% | Cn1c(=O)cc(Nc2ccccc2)c2c(=O)n(-c3ccccc3)c(=O)n(-c3ccccc3)c21 |
| -17.3% | 5.0% | -0.2 | -6.4% | 1.3% | -1.0% | 3.4% | -4.1% | / | Cc1cccc(CSc2nc3ccncc3n2Cc2ccc(C(=O)O)cc2)c1 |
| -12.1%[60.1 µM] | -17.1% | / | / | -34.4% | / | / | -12.5% | -2.7% | CN(C)c1ccc(-c2ccc3ncnc(NCc4ccccc4)c3c2)cc1 |
| -17.0% | -9.5% | -0.3 | 10.4% | -26.1% | -11.5% | 3.5% | -5.3% | 7.1% | Cc1ccc(S(=O)(=O)N2CCCCC2)cc1NC(=O)COC(=O)Cc1c(F)cccc1Cl |
| 4.2% | -14.2% | -0.7 | 12.1% | -10.0% | -2.5% | 2.8% | -0.3% | -0.2% | Cc1nn(C)c(Oc2cccc(C(F)(F)F)c2)c1C=O |
| -7.5% | -8.2% | 0.2 | 16.9% | -12.0% | -8.6% | -23.4% | -3.1% | -0.3% | O=C(O)CN1C(=O)c2ccc(Oc3cccc4c3C(=O)N(CC(=O)O)C4=O)cc2C1=O |
| -4.0% | -4.4% | 0.5 | 166.6%[activator] | / | 3.4% | 0.2% | 2.7% | -8.4% | Cc1sc2nc(-c3ccc(Br)cc3)oc(=O)c2c1C |
| -2.3% | 0.1% | 0.1 | ? | 4.3% | 12.1% | -0.2% | -2.1% | 23.1% | CN1C(=O)c2ccc(C(=O)Nc3ccc(Br)cn3)cc2C1=O |
| -21.6% | -14.1% | -0.4 | -5.9% | ? | -0.8% | ? | -10.3% | -16.7% | COc1ccc(C(=O)Cc2cc(OC)c(OC)cc2C(=O)c2ccccc2F)cc1OC |
